CHX counter: counter-screen hit for Shiga toxin inhibitors, cycloheximide | cell reporter, cycloheximide protein synthesis inhibition counterscreen | max response, % | AID 2314 | hit rate 12% among 300,000; in the data active = max response mostly above about 13%, no sharp cut-off; inactive = mostly below about 14%; also: read at 38.3 µM for the half of the compounds with a filed dose; 0% is about no effect
Pf growth 48h: P. falciparum growth inhibition at 48 hours (one generation); AID 504832; Potency, µM (top dose mostly 28.7 µM), inactives show top-dose activity change, negative = inhibition, actives largely listed as inhibitors; P. falciparum luciferase growth in erythrocytes, 48 h; hit rate 5.9% among 310,000; also: potency is read from the fitted curve at half-maximal effect; % is scaled to controls: 0 for no effect and ±100 for the full control effect
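Cell-based growth assay: transgenic P. falciparum expressing firefly luciferase, cultured in red cells within RPMI 1640 containing 0.5% w/v Albumax, 24 mM bicarbonate and gentamycin. A drop in luciferase activity indicates inhibition.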
Pf growth 96h: inhibits malaria parasite growth, 96 h; hit rate 6.9% among 320,000; P. falciparum luciferase reporter growth, 96 h; Potency, µM (highest dose often 28.7 µM), without a hit: at the top dose activity change, negative = inhibition, usual class: inhibitors; also: potency is read from the fitted curve at half-maximal effect; % is scaled to controls: 0 for no effect and ±100 for the full control effect
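Luminescence readout: decreased luciferase signal marks inhibited growth of reporter-expressing P. falciparum in infected red cells (2% hematocrit, 0.05% parasitemia final), exposed to compound two generations (96 h, 37 C, 5% CO2).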
Shiga inhibitor: Shiga toxin inhibition | Vero cells, Shiga toxin protein synthesis inhibition reporter | inhibition, % at 38.7 µM | hit rate 9.2% among 290,000; in the data active = inhibition mostly above about 28%, no sharp cut-off; inactive = mostly below about 43%; also: 0% is about no effect
LmPK inh: blocks Leishmania mexicana pyruvate kinase activity | Q27686 | purified LmPK, Kinase-Glo ATP luminescence, 1 h | Potency, µM (doses to about 57.5 µM), inactives show top-dose activity change, negative = inhibition, actives largely listed as inhibitors | hit rate 0.37% among 290,000 | AID 1721; also: potency is read from the fitted curve at half-maximal effect; % is scaled to controls: 0 for no effect and ±100 for the full control effect
Target sequence (Q27686 whole entry, looked up): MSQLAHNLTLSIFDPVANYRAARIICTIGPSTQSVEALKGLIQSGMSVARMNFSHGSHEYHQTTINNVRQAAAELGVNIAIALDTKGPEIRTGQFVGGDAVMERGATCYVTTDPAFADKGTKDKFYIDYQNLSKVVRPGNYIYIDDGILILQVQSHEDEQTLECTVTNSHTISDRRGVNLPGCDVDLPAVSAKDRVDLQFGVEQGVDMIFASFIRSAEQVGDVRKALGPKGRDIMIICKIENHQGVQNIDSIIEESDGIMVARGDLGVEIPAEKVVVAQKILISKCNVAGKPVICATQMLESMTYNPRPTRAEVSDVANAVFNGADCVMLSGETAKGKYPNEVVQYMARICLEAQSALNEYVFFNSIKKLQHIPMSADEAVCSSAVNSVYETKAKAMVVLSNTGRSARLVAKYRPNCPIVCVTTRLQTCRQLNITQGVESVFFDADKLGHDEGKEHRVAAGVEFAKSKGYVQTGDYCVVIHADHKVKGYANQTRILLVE
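0.1 nM LmPK, 0.5 mM PEP, 0.1 mM ADP; 50 mM imidazole pH 7.2, 7 mM MgCl2, 50 mM KCl; 1 h RT. Kinase-Glo luminescence readout, normalized to no-enzyme (full inhibition) and uninhibited wells.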
Tb PYK inh: blocks Trypanosoma brucei pyruvate kinase. Potency, µM (doses to about 76.8 µM), inactives show at the highest dose activity, negative = inhibition, hits mostly inhibitors. hit rate 0.12% among 410,000. TbPYK enzyme, Kinase-Glo Plus ATP luminescence, 45 min. Q57TT1; also: potency is read from the fitted curve at half-maximal effect; % is scaled to controls: 0 for no effect and ±100 for the full control effect; nearly all actives have a fitted effect of over 50% in size
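In this concentration-response screen, enzyme-free wells defined baseline while DMSO plates tracked drift. Each reaction combined TbPYK, substrate, compound and 130 uM ADP for 45 min at room temperature. Kinase-Glo Plus luminescence gave the signal.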
HCV inh: HCV inhibition; Huh7.5.1 HCVcc-Cre infection, luciferase reporter, 44 h; Potency, µM (titrated, usually from 41.8 µM), inactives show at the highest dose activity change, negative = inhibition, actives largely listed as inhibitors; hit rate 3.4% among 340,000; AID 651820; also: potency is read from the fitted curve at half-maximal effect; % is scaled to controls: 0 for no effect and ±100 for the full control effect
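Infectious HCVcc-Cre (~0.5 moi) was added to cells just after compound, with cells seeded 4 h earlier at 1,000 per well. Luciferase activity after 44 h culture reported infection; substrate was incubated 15 min at room temperature before reading.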
* = called active by the depositor; ? = inconclusive; . = no result given; & = joins results of further samples; [ ] = remark or other dose. Unless noted, calls follow the shape of the dose curve; as a rule, active = well fitted curve in the direction sought with a large enough effect; inconclusive = small, poorly fitted or top-dose-only effect, or another doubt; inactive = no such curve, though single readings can be large; an effect the other way counts as inactive or inconclusive.

SMILES | CHX counter | Pf growth 48h | Pf growth 96h | Shiga inhibitor | LmPK inh | Tb PYK inh | HCV inh
Cc1ccc(S(=O)(=O)N2CCOCC2)s1 | -2 | 10% | -16% | -2 | -9% | 0% | 10%
COc1ccc(CN2C(=O)c3ccccc3C2C(=O)NCCc2ccccc2)c(OC)c1 (configuration not stated) | 9 | ? | 8.3µM* | -14 | -5% | 2%&-1% | -7%
Cc1ccc(NC(=O)C(OC(=O)c2cc(C)oc2C)c2ccccc2)cc1 (configuration not stated) | 2 | 5% | ? | -3 | 6% | -8% | -6%
CCN1CCN(C(=O)c2ccc(Cl)c(S(=O)(=O)N(C)c3ccccc3)c2)CC1 | . | -8% | ? | . | . | -2% | 12%
CCCC(=O)c1cc(CP(=O)(OCC)OCC)oc1C | -1 | -30% | -8% | 10 | -3% | ? | 7%
O=C1CCCC2=C1C(c1ccccc1O)C1=C(CCCC1=O)O2 | 7 | . | 8.3µM* | -7 | 1% | -6% | -8%
Cc1ccc(S(=O)(=O)N2CCN(Cc3nc4sc(C)c(C)c4c(=O)[nH]3)CC2)cc1 | -5 | 25% | 5% | 20 | 2% | -12% | 16%
COC(=O)C1=C(C)N(C2CCCC2)C(=O)C1(NC(C)=O)C(F)(F)F (configuration not stated) | -4 | 15% | 21% | 14 | -6% | 2% | 9%
C/C(=N/NC(=O)CNC(=O)Cc1ccc(Cl)cc1)c1ccco1 | -3 | -1% | 29% | 1 | 1% | 4% | 13%
CCOC(=O)c1c(C)oc2c1c(CN1CCN(C(=O)OCC)CC1)c(O)c1ccccc12 | 71* | 115%[activator] | -31% | 104* | 1% | -11% | ?
Cc1ccccc1NC(=O)C(=O)NCCc1c[nH]c2ccccc12 | 7 | -3% | 45%[activator] | 4 | 2% | 0% | -6%
Cc1ccc(NC(=O)C2CC(=O)Nc3nc4ccccc4n32)c(C)c1 (configuration not stated) | 2 | -11% | 0% | -5 | 0% | 3% | 9%
CCn1ncc([C@@H]2C[C@H]3CN(Cc4cccc(Cl)c4)C(=O)[C@]34CCCN24)c1C | 0 | ? | 22% | -6 | 2% | -7% | -7%
COc1ccc(-c2cc(C(=O)NC3CCCC3)c3ccccc3n2)cc1 | -1 | 0% | -15% | -2 | 4% | -6% | ?
CC(C(=O)O)n1ncc2ccccc2c1=O (configuration not stated) | -1 | 2.6µM* | 32%[activator] | -5 | -6% | -25% | 7%
COc1ccc(OCc2nnnn2-c2ccccc2)cc1 | -2 | -10% | 52%[activator] | 2 | -3% | 15% | -3%
Cc1nn(-c2ccccc2)c2nc3c(cc12)C(=O)CCC3 | -2 | 2% | ? | -12 | -3% | -17% | ?
CC(C)N(C(=S)Nc1cccc(S(=O)(=O)N(C)C)c1)c1ccccc1 | -2 | -1% | 8% | -7 | -4% | -14% | -15%
O=C(CSc1nnc(CNC(=O)c2cccc(C(F)(F)F)c2)o1)NCC1CCCO1 (configuration not stated) | -1 | 7% | -18% | -2 | -8% | 0% | 6%
FC(F)(F)c1cccnc1Oc1ccc(C2=NCCS2)cc1 | 30* | ? | 2.6µM* | 59* | -3% | 1% | -26%

As entered above.
Under Shiga inhibitor, Cc1ccccc1NC(=O)C(=O)NCCc1c[nH]c2ccccc12 has the entry 4
Under Tb PYK inh, CC(C(=O)O)n1ncc2ccccc2c1=O (configuration not stated) has the entry -25%

(further entries)
SMILES | CHX counter | Pf growth 48h | Pf growth 96h | Shiga inhibitor | LmPK inh | Tb PYK inh | HCV inh
COc1ccccc1NC(=O)c1ccc(C)c(S(=O)(=O)N2CCCCC2)c1 | 26 | ? | ? | 13 | 1% | -2% | -5%
Cc1ccccc1NC(=O)COC(=O)c1ccc(S(=O)(=O)N2CCCC2)cc1 | . | 20% | 23% | . | . | -2% | 5%
O=C(N/N=C/c1cn[nH]c1-c1ccc(Cl)cc1)c1ccc([N+](=O)[O-])cc1 | 2 | 45%[activator] | 49%[activator] | -17 | 1% | -1% | -19%
Cc1ccc(S(=O)(=O)NC(=O)NCc2ccccn2)cc1 | -1 | 2% | -21% | -10 | -8% | 3% | -16%
C=C1CCC[C@]2(C)C[C@H]3OC(=O)C(CNCC(C)C)[C@H]3CC12 (some centres not stated) | -6 | -26% | ? | -16 | -2% | 2% | 5%
Cc1cc(C)n(Cc2ccc(C(=O)N/N=C/c3ccc(-c4ccc([N+](=O)[O-])cc4)o3)o2)n1 | -1 | -10% | 5.2µM* | -5 | 2% | -16% | ?
O=C(Cn1c(NCCO)nc2ccccc21)NCCc1ccc(F)cc1 | 7 | ? | 1% | -10 | -1% | -6% | 8%
Cc1ccc(C(=O)NCC(c2ccco2)N2CCc3ccccc3C2)cc1 (configuration not stated) | . | -16% | 1% | . | . | 2% | -3%
Cc1cc(C)nc(/N=C(\N)Nc2cccc(OCc3ccccc3)c2)n1 | -1 | ? | ? | -6 | -3% | 6% | ?
C=CCOc1ccc(/C=N/NC(=O)CN2CCOCC2)cc1OCC | -2 | 1% | ? | -13 | 2% | 2% | 2%
Cc1cc(=O)[nH]c(SCC(=O)Nc2cccc(C(F)(F)F)c2)n1 | -2 | 11% | . | -15 | 1% | 1% | 29%
CCN(CC)CCn1c2ccccc2c2nc(C)sc21 | 1 | -17% | -20% | -17 | 1% | 2% | -1%
COc1ccc(C2C(C#N)=C(N)N(c3ncn[nH]3)C3=C2C(=O)CCC3)cc1 (configuration not stated) | 13 | 7% | 0% | 15 | 4% | 5% | 4%
O=C(CSc1ccccn1)Nc1ccc(N2CCOCC2)cc1 | 15 | 18% | 35%[activator] | 33 | -1% | -11% | -2%
Cc1cccnc1N(C(=O)Nc1cccc(Cl)c1)C1=NCC(C)(C)S1 | -1 | ? | ? | 12 | 6% | 5% | 21%
CCC12CC3CC(C1)CC(C(=O)NNC(N)=O)(C3)C2 | 1 | 49%[activator] | 0% | -2 | 5% | -2% | 1%
O=c1cc(N2CCC3(CC2)OCCO3)[nH]c(=O)n1-c1ccc(Br)cc1 | -1 | -10% | ? | 15 | -4% | -7% | 10%&13%
Cc1c(Cl)c(C(F)(F)F)nn1CC(=O)NCc1ccccc1 | 0 | ? | -21% | 1 | 0% | 5% | -25%
O=C(Cn1c(=O)oc2ccccc21)N1CCCC1 | 1 | -6% | 3% | -6 | 4% | 3% | 12%
CN(C)C(=S)SCC(=O)Nc1cccc(C(F)(F)F)c1 | 11 | 23% | 35%[activator] | 21 | -3% | 6% | 11%
CN(/N=C/c1ccccc1O)C(=S)c1ccccc1 | 25* | ? | 174%[activator] | 77 | 1% | 1% | -20%
CC1CCc2nc3ccc(S(=O)(=O)N4CCC(C(=O)NC(C)c5ccccc5)CC4)cc3c(C(=O)O)c2C1 (configuration not stated) | -2 | 0% | ? | -5 | -3% | 0% | 9%
COc1ccc(N2C(=O)CC(NNc3ncc(Cl)cc3Cl)C2=O)cc1 (configuration not stated) | 11 | -5% | -1% | -5 | -4% | 4% | 7%
COc1ccc(C2C3=C(CCCC3=O)N(CC(=O)O)C3=C2C(=O)CCC3)cc1 | -1 | 63%[activator] | ? | 14 | 0% | -2% | 13%
COC(=O)c1ccccc1NC(=O)Cn1cc(Br)cn1 | 1 | . | -3% | -9 | 6% | -7% | -3%
Oc1ccc(C=NCCc2ccccc2)cc1 | -7 | 25%[0.00184 µM] | ? | 3 | 2% | 3% | 6%
CCCC1(c2ccccc2)NC(=O)N(CC(=O)c2[nH]c(C)c(C(=O)OCC)c2C)C1=O (configuration not stated) | 10 | 4.1µM* | 8.3µM* | 62 | -1% | 3% | ?
ClCC1CSC(=NC23CC4CC(CC(C4)C2)C3)O1 (configuration not stated) | 6 | -1% | 29% | -12 | 14% | 2% | ?
Cc1c(NC(C)C)c(=O)n(-c2ccccc2)n1C | . | 10%&-15% | 24%&-17% | . | . | -8%&-8% | 0.56µM*
CC(C)C(=O)Nc1nnc(CCN2CCCCC2)s1 | 4 | . | 21% | 18 | 6% | -5% | 16%

Four entries from above, comma-delimited:
canonical_smiles,CHX counter,Pf growth 48h,Pf growth 96h,Shiga inhibitor,LmPK inh,Tb PYK inh,HCV inh
CC(C)C(=O)Nc1nnc(CCN2CCCCC2)s1,4,.,21%,18,6%,-5%,16%
CN(/N=C/c1ccccc1O)C(=S)c1ccccc1,25*,?,174%[activator],77,1%,1%,-20%
COc1ccc(C2C3=C(CCCC3=O)N(CC(=O)O)C3=C2C(=O)CCC3)cc1,-1,63%[activator],?,14,0%,-2%,13%
CCCC1(c2ccccc2)NC(=O)N(CC(=O)c2[nH]c(C)c(C(=O)OCC)c2C)C1=O (configuration not stated),10,4.1µM*,8.3µM*,62,-1%,3%,?

Carrying on:
SMILES | CHX counter | Pf growth 48h | Pf growth 96h | Shiga inhibitor | LmPK inh | Tb PYK inh | HCV inh
O=C(/C=C/c1c[nH]c2ccccc12)c1ccccc1 | 69* | 370%[activator] | 331%[activator] | 115* | 3% | 8% | ?
CCOc1ccc(C(C(=O)NC2CCCCC2)N(C(=O)c2ccccn2)c2cccnc2)cc1 (configuration not stated) | 3 | 10µM* | 15µM* | -10 | 3% | 2% | 8%
CS(=O)(=O)Nc1ccc(C(=O)Nc2ccc3ccccc3c2)cc1 | 35* | 115%[activator] | 43%[activator] | . | -2% | -1% | ?
CCCC1=C(C(=O)OCC)C(c2ccc(OC)c(C)c2OC)C(C#N)=C(N)O1 (configuration not stated) | -3 | ? | -7% | -11 | 2% | -9% | 25%
C/C(CC(=O)Nc1cccnc1)=N\NC(=O)C(=O)NC(C)C | 6 | 16% | 96%[activator] | 16 | 6% | 2% | -6%
N#CCc1nc(-c2cc3ccccc3oc2=O)cs1 | 41* | 89%[activator] | 3% | 51* | -4% | -1% | ?
COCC(=O)N1CCC(Oc2ccc(C(=O)N3CCSCC3)cc2)CC1 | 10 | 18% | 34%[activator] | -20 | -11% | -10% | 9%
Cc1ccc(CNC(=O)CCNC(=O)Cn2ccc3ccccc3c2=O)cc1 | -1 | -2% | -4% | -10 | 2% | 3% | 0%
CC(C)(C)c1ccc(S(=O)(=O)NCC2CCCO2)cc1 (configuration not stated) | -5 | 12% | -26% | . | 5% | -5% | -18%
c1cncc(-c2nnc(SCc3nc4ccccc4[nH]3)o2)c1 | 12 | -6% | . | 22 | -8% | 4% | 3%
Cc1ccc(OCCCNC2CCCC2)cc1 | -3 | 9% | 27% | -15 | -3% | 14% | 4%
CC1CCN(CCNC(=O)c2ccc3c(=O)n(Cc4ccc(Cl)cc4)c(=S)[nH]c3c2)CC1 | 9 | 3.7µM* | -6% | -1 | 5% | 0% | 6.3µM*
O=c1[nH]c2ccc(Br)cc2c(-c2ccccc2)c1N1CCOCC1 | -1 | 14% | 7% | -6 | -2% | 1% | 9%
O=C(O)c1c[nH]c2ccc(S(=O)(=O)N3CCN(c4ccc(F)cc4)CC3)cc2c1=O | -1 | -23% | 62%[activator] | 1 | 15% | -4% | 18%&30%
CCOc1ccc(C(=O)NCCN2CCOCC2)cc1 | 4 | 25% | -10% | -1 | 1% | -3% | 7%
O=C(NCCNCCO)C1(C(F)(F)F)C/C(=C\CCO)CCCO1 (configuration not stated) | 14 | . | . | -2 | . | 3% | 30%
